GlmU inhibition: inhibition of mycobacterial GlmU enzyme – biochemical, glucosamine-1-phosphate acetyltransferase (AID 1376) | M. tuberculosis GlmU acetyltransferase enzyme assay; higher % means a stronger effect | one-dose inhibition, %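 (tested at 30 µM in the primary screen)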; IC50 in µM for titrated hits | hit rate 0.25% among 220,000; in the data active = inhibition above about 13%;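 also: 0% = complete reaction with vehicle and 100% = reaction without substrate; strong numbers were not always called active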
RmlCD inh 1536: M. tuberculosis RmlC/RmlD inhibition. AID 1533. RmlC+RmlD coupled enzyme assay, percent inhibition; primary screen in compound mixtures. inhibition, % at 3.6 µM. P9WH09+P9WH11. hit rate 0.03% among 160,000; in the data active = inhibition mostly above about 34%, no sharp cut-off; also: some results filed as inactive read as strong as hits
Target sequence (P9WH09 whole entry, looked up): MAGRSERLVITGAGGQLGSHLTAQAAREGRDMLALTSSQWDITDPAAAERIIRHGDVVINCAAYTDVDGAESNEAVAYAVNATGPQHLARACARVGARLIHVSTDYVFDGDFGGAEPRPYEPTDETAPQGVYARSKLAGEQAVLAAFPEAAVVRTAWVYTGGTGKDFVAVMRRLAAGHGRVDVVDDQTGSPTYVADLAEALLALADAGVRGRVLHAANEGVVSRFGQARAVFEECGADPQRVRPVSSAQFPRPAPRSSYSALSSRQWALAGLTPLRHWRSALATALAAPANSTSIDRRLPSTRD
Target sequence (P9WH11 whole entry, looked up): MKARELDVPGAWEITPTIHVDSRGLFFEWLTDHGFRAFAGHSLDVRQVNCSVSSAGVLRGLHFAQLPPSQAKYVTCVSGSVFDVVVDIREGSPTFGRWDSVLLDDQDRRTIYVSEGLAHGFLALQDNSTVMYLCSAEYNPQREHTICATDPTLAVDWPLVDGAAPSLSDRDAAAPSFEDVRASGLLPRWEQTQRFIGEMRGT
An asterisk follows results filed as active; x = no result given. An excerpt; the hit share may differ from the screen's.

SMILES	GlmU inhibition	RmlCD inh 1536
CCOC(=O)CNC(=O)c1sc(NC(=O)c2ccccc2)nc1C	5.3%	x
Cc1ccc(NC(=O)c2cc(C(=O)c3cc(Cl)ccc3O)cn(-c3ccc(C)cc3)c2=O)cc1	5.5%	7.9
Cc1c(-c2ccccc2)nc(N)c(C#N)c1-c1cccs1	-0.7%	14.0
CC(=O)N(/N=C1\Sc2ccccc2C1=O)c1ccccc1	1.9%	-4.3
COC(=O)CCS(=O)(=O)c1ccc(Cl)c(Cl)c1	-2.7%	8.4
NC(=O)C1=C[C@H](c2ccc(Br)cc2)C[C@H](OCc2ccc(CO)cc2)O1	3.8%	x
O=C(Nc1cc(S(=O)(=O)N2CCOCC2)ccc1N1CCCCC1)c1cc(-c2ccccn2)nc2ccccc12	0.4%	2.7
CCc1nc2ccccc2nc1N1CCN(S(=O)(=O)c2ccc(Cl)cc2)CC1	1.3%	-13.1
Cc1ncc([N+](=O)[O-])n1CCOC(=O)NC(Nc1ccc(F)cc1)C(Cl)(Cl)Cl (centres undefined)	1.7%	x
c1ccc(Oc2cc(-n3cncn3)ncn2)cc1	-4.8%	x
CCOC(=O)C(=CNc1ccc(C#N)cc1)C(=O)OCC	-7.3%	7.4
O=C(COC(=O)Cn1cnc2ccccc21)NCCc1ccccc1	2.6%	8.9
Cc1cc(C)nc(N/N=C/c2sccc2C)n1	7.3%	-10.5
O=C(NCCCn1ccnc1)c1cn(-c2ccccc2)nc1-c1ccccc1	8.9%	7.5
Cn1nnc(CC[N+](C)(C)C)n1	-0.5%	0.8
COC(=O)Cc1c(C)nc2nc(Cc3ccccc3)[nH]n2c1=O	7.3%	x
CCC(Sc1nc(C)cc(C)n1)C(=O)NC1=NN=C(c2ccc(C)cc2)CS1 (centres undefined)	5.1%	-0.6
Cc1c(-c2ccccc2)oc2c(C(=O)OCC(=O)Nc3ccc(C(N)=O)cc3)cccc2c1=O	0.0%	4.0
Cc1ccc(C(=O)Nc2cccc([N+](=O)[O-])c2)cc1S(=O)(=O)Nc1cccc(C(=O)O)c1	2.6%	-3.2
CCOC(=O)C1(Cc2ccccc2)CCCN(CCO)C1 (centres undefined)	-1.6%	8.2
O=C1Nc2ccccc2C12OCC1(CO2)COC2(OC1)C(=O)Nc1ccccc12 (centres undefined)	1.6%	4.5
CC(C)Cn1c(-c2nn(C)cc2Cl)n[nH]c1=S	3.0%	13.6
O=c1c2ccccc2nc(-c2ccccc2)n1CCN1CCOCC1	7.6%	2.5
CC(Sc1nc(C(C)(C)C)cc(-c2ccccc2)c1C#N)C(=O)Nc1ccccc1 (centres undefined)	2.8%	6.8
O=c1sc2ccccc2n1COc1ccc(Cl)cc1	0.1%	x
N#Cc1ccc(S(=O)(=O)NC2CCN(Cc3ccccc3)CC2)cc1	0.3%	-13.1
CCOC(=O)CCCNC(=O)COC(=O)c1cc(Br)c(Br)s1	6.7%	-0.2
Cc1ccc(-c2ccc(C(=O)O)o2)cc1Cl	1.4%	-12.6
N#Cc1ccc(Oc2nc(C(N)=O)cc(-c3ccccc3)n2)cc1	-1.5%	x
C/C(=N\NC(=O)c1cccc([N+](=O)[O-])c1)c1ccco1	-2.4%	-1.2
C/C(N)=C(/C#N)C(=O)COC(=O)c1cc(-c2ccccc2)nc2ccc(Br)cc12	-2.9%	x
Cc1ccccc1NC(=S)N/N=C/c1ccc(O)cc1O	-0.9%	10.0
Cc1cc(NS(=O)(=O)c2ccc(NC(=S)NC(=O)c3ccncc3)cc2)no1	1.0%	-15.2
Clc1nc(CN2CCOCC2)nc2sc3c(c12)CCC3	-1.6%	-8.2
CC1CCc2c(sc(NC(=O)C3CCCO3)c2C#N)C1 (centres undefined)	-0.4%	x
Cc1nc(C)c(-c2ccccc2)c(=O)[nH]1	1.8%	x
O=C(C1CCC1)N1CCc2cc(S(=O)(=O)NC3CCCC3)ccc21	-8.6%	-1.4
O=C(O)CNc1nc(-c2ccccc2)nc2c1oc1ccccc12	0.6%	-5.7
Nn1c(SCCOc2ccccc2)nnc1-c1cccnc1	-4.8%	4.3
O=C(/C=C/c1ccc2c(c1)OCCO2)c1ccccc1	2.2%	x
CCOC(=O)C1CCCCN1Cc1cccc(F)c1 (centres undefined)	6.9%	x
O=C(Cc1cccs1)NCC1CCCO1 (centres undefined)	4.0%	x
O=C(NC1CCCCC1)C(c1ccncc1)N(C(=O)Cn1nnc(-c2cccs2)n1)C1CCCC1 (centres undefined)	3.9%	-8.2
C=C(C)c1cccc(C(C)(C)NC(=O)N(Cc2ccccc2)Cc2ccco2)c1	x	-8.8
CC(C)CNc1nnnc2c1sc1nc(N3CCOCC3)c3c(c12)CC(C)(C)SC3	1.5%	13.0
O=C(CCCN1C(=O)c2cccc3cccc(c23)C1=O)NC1CCS(=O)(=O)C1 (centres undefined)	-4.9%	2.7
O=C(NCCCCCCNC(=O)c1ccc(Br)s1)c1ccc(Br)s1	-6.3%	x
Cc1cc2nc(C)c(=O)n(C)c2cc1C	-4.5%	3.8
Cc1ccc(C(=O)/C=C/N(C)C)o1	-3.1%	9.6
O=C(NCc1ccncc1)C(=O)NCC(c1ccco1)N1CCN(c2ccccc2F)CC1 (centres undefined)	6.7%	-0.5
COc1ccc(Cn2c(O)c(/C=N/NC(=O)c3ccccc3O)c(=O)[nH]c2=O)cc1	6.8%	6.3
CC(=O)Nc1ccc(-c2csc(NNC(=O)c3ccc(C)cc3)n2)cc1	0.0%	2.0
CC(=O)c1cnn(-c2c(Cl)cc(Cl)cc2Cl)c1C	-3.9%	-2.7
CN1CCC(c2c[nH]c3ccccc23)C1 (centres undefined)	-2.9%	x
COc1ccc(NC(=O)C2OCCc3ccccc32)c(OC)c1 (centres undefined)	-4.6%	x
CC1(c2nnc(-c3ccc(Cl)cc3)o2)CC(c2ccc([N+](=O)[O-])cc2)=NO1 (centres undefined)	2.5%	x
CCc1ccc(-c2nc(CSCC(=O)NCc3ccco3)c(C)o2)cc1	-2.5%	4.0
CC1N=C(N)C(c2nc3ccccc3n2C)=C1O (centres undefined)	-0.1%	x
COc1ccc(OC)c(NC(=O)C2C(C(=O)O)C3(Cl)C(Cl)=C(Cl)C2(Cl)C3(Cl)Cl)c1 (centres undefined)	-1.8%	-6.6
Cc1ccccc1NC(=O)/C(=C/c1ccccc1)c1ccccc1	0.9%	-8.3

(more compounds)
SMILES	GlmU inhibition	RmlCD inh 1536
Cc1cc(C)nc(-n2nc(C)cc2NC(=O)CN2CCc3ccccc3C2)n1	11.2%	-8.7
Cc1ccc(N2CC(C(=O)Nc3nccs3)CC2=O)cc1 (centres undefined)	-1.2%	33.8
C#CCOCCOCCOCCNc1nc(N2CCN(C(=O)[C@H](Cc3ccc(O)cc3)n3cc([C@@H](N)CC(C)C)nn3)CC2)nc(N2CCN(C(=O)[C@H](Cc3cc4ccccc4[nH]3)n3cc([C@@H](N)CC(C)C)nn3)CC2)n1	-14.6%	x
CSc1cc(-c2ccccc2)n(Cc2c(Cl)cccc2Cl)c(=O)c1C#N	-5.8%	7.7
COc1ccc(OC)c(NC(=O)c2cc3c(=O)n4ccccc4nc3n2C)c1	-2.6%	0.8
O=C(Cc1ccccc1)c1nc2ccccc2s1	-1.3%	0.9
COc1cc2sc3ccc(-c4ccc(N(C)C)nc4)cc3c(=O)c2cc1OC	6.3%	x
O=C(O)c1cccc(-c2ccc(/C=N/Nc3ccc([N+](=O)[O-])cc3)o2)c1	-2.9%	-5.2
O=C(Nc1ccc(S(=O)(=O)Nc2nccs2)cc1)C1=NN(c2ccccc2)C(=O)CC1	-1.3%	12.0
N=C(N)N=Nc1c(O)[nH]c2ccc(Br)cc12	3.9%	-13.3
COc1ccc(C(=O)C2CCCCC2=O)cc1 (centres undefined)	6.7%	-4.9
O=C(OCC(=O)N1CCc2ccccc21)c1cccnc1Cl	-1.6%	1.6
O=C1CN(C(=O)c2ccc(Br)o2)C(c2ccccc2)c2cc(Br)ccc2N1 (centres undefined)	x	19.5
CCOC(=O)c1c(NC(=S)Nc2cccc(C)c2)sc2c1CC(C)(C)SC2	0.1%	-9.4
Cc1ccc(-c2ccc(=O)n(CC(=O)NCCN3CCCCC3C)n2)cc1 (centres undefined)	0.2%	-7.9
C#CCNC(=O)C1=C[C@H](c2ccc(Br)cc2)C[C@H](OCCCCO)O1	-5.0%	x
NC(=O)C1CCN(C(=O)c2ccc(Oc3cc(Cl)cc(Cl)c3)o2)CC1	-0.1%	3.0
CN1C(=O)/C(=C/c2ccc(O)c([N+](=O)[O-])c2)N(C)C1=S	-0.7%	-15.5
CC(=O)Oc1ccc(C(=O)[C@H]2[C@H]3C(=O)N(c4ccccc4)C(=O)[C@H]3[C@@H]3C=CC=NN32)cc1	-0.6%	1.7
Cc1ccccc1C(=O)N1CCC(C(=O)Nc2nccs2)CC1	-4.8%	x
C=CCn1c(SCC(=O)c2ccc(O)c(O)c2)nnc1-c1cccnc1	-0.6%	-2.4
CCCCCCC(C)NC(=S)Nc1cc(S(=O)(=O)N(C)C)ccc1C (centres undefined)	2.1%	7.2
CCCOc1ccc(NC(=O)C2CC(=O)N(C)C(=Nc3cccc(OC)c3)S2)cc1 (centres undefined)	1.7%	13.3
CCOC(=O)c1cccc(NC(=O)CN(C)S(=O)(=O)c2cnc[nH]2)c1	1.2%	x
COc1ccc(-c2c(NC(=O)c3ccco3)n(-c3ccc(C)cc3)nc(C)c2=O)cc1	3.8%	-7.1
O=C(NCC(=O)N(c1cccc(F)c1)C(C(=O)NC1CCCC1)c1cccnc1)c1cccs1 (centres undefined)	1.8%	4.0
CCc1ccc(/C=C/C(=O)c2c(C)cc(C)[nH]c2=O)cc1	-3.4%	x
Cc1ccccc1-n1nc(C(=O)O)cc1-c1ccccc1	5.1%	x
Cc1cc(OCC(C)C)ccc1/C(O)=C1/C(=O)C(=O)N(Cc2cccnc2)C1c1ccncc1 (centres undefined)	-0.4%	x
O=C(Oc1ccccc1)c1ccc2nccnc2c1	0.2%	x
O=C1NC(=O)/C(=C\c2ccc(O)cc2O)S1	12.9%*	-11.7
O=C1/C(=C/N(C(=O)c2ccco2)c2ccc(Br)cc2)Sc2ccccc21	8.6%	-1.8
Cc1cc(C(=O)CCl)c(C)n1CCc1ccc(F)cc1	-6.0%	0.0
CCCCn1c(O)c(C(C)=NCc2cc(OC)cc(OC)c2)c(=O)[nH]c1=O	-2.1%	-7.6
COc1cccc(OC)c1CN1CCCC(C(=O)c2ccccc2SC)C1 (centres undefined)	0.1%	-14.4
COCc1cc(=O)[nH]c(/N=C(\N)Nc2ccc(C)cc2)n1	5.3%	x
COc1ccccc1Oc1c(C)oc2c(CN(C)C)c(O)ccc2c1=O	1.3%	x
Cc1ccc(N(C(C)C(=O)Nc2ccc(S(=O)(=O)N3CCOCC3)cc2)S(C)(=O)=O)cc1C (centres undefined)	-1.8%	-7.4
O=c1[nH]c(SCc2cccc([N+](=O)[O-])c2)nc2[nH]ncc12	2.5%	-3.4
O=c1ncn(-c2ccccc2C(F)(F)F)c2ncccc12	2.3%	x
O=C(O)c1ccc(-c2nnn(Cc3ccccc3F)n2)cc1	1.6%	x
COc1cccc(C2Nc3cccc4cccc(c34)N2)c1	3.2%	24.9
Fc1ccccc1OCCCCCCN1CCCC1	-6.9%	-13.5
C/C(CCc1ccc2c(c1)OCO2)=N\NC(=O)c1ccccc1Cl	6.9%	x
COc1ccc(/C=C/C(=O)OCC(=O)Nc2cc(C(F)(F)F)ccc2Cl)cc1	-0.1%	x
COc1ccc(/C=C/C(=O)OCC(=O)Nc2cc(S(=O)(=O)N(C)C)ccc2Cl)cc1	-4.2%	10.3
COc1ccccc1C(=O)NCC(=O)N/N=C/c1ccncc1	-1.3%	0.4
CC(C)c1ccc(N(CC(=O)Nc2ccc(S(=O)(=O)N3CCOCC3)cc2)S(C)(=O)=O)cc1	1.6%	x
O=c1ccc(Cl)n[nH]1	-2.6%	-9.4
CC(=O)Nc1ccc(NC(=O)C2CCCCC2C(=O)O)cc1 (centres undefined)	7.3%	x
Cc1ccc(C(=O)N/N=C2/NC(=O)CC(C(=O)Nc3ccccc3)S2)cc1 (centres undefined)	-2.4%	9.7
O=C(CCC(=O)c1cccs1)OCc1nnc(-c2ccccc2)o1	-5.0%	x
Cc1ccc(CNS(=O)(=O)c2cccc3nsnc23)cc1	1.9%	-9.0
CCCS(=O)(=O)N1CCC(C(=O)NCCN2CCCC2)CC1	0.9%	-4.4

Assay outcomes deposited in PubChem BioAssay by several laboratories.
